# Assay outcomes as filed in PubChem BioAssay.
# HIF activator = HIF pathway transcriptional activation | U2OS HRE-luciferase reporter, luminescence; normalized: DMSO 0%, desferrioxamine 100% | activation, % at 7.5 µM (by protocol) | 300,000 compounds, 0.32% hits;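 active = mean activation of at least 10% of the iron chelator positive control signal, with at least half of replicates also reaching 10%; inconclusive = mean and replicate majority disagree about reaching 10%; inactive = mean and most replicates under 10%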
# aSyn UTR inh = MLPCN primary screen, SNCA 5' untranslated region; inhibition, % (tested at 7.5 µM); alpha-synuclein 5'UTR reporter, inhibitor activity; 300,000 compounds, 0.82% hits; in the data active = inhibition above about 60%; inconclusive = no clear call, values can overlap the other calls;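 note: H4 neuroglioblastoma cells stably carrying SNCA 5'UTR luciferase fusion; 0% = DMSO wells and 100% = positive control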
# Platelet DG rel = modulates dense granule release in human platelets; human platelet-rich plasma, SFLLRN dense granule ATP release, luminescence; inhibition, %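 (compounds screened at 7.5 µM in platelet-rich plasma)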; 300,000 compounds, 0.22% hits; AID 1663;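 active = mean replicate score, as percent of positive control, at or above 50; inconclusive = mean below 50 but at least one replicate at or above 50; inactive = mean and every replicate below 50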
# HSF-1 act = increases HSF-1 driven luciferase reporter signal. NIH3T3-HGL HSF-1 luciferase reporter, MG132, 8 h; 100% = twice DMSO control signal. activation, % at 9 µM. 300,000 compounds, 1.7% hits. AID 504408;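 active = mean replicate activation of at least 50% with a set share of replicates each reaching 50%; inconclusive = only one of those two conditions met; inactive = mean below 50% and too few replicates reaching it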;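 note: 0% = median of the neutral control wells and 100% = twice that signal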
# AI-2 QS modul = modulates the Vibrio harveyi AI-2 quorum sensing system; 300,000 compounds, 0.4% hits; activity change, % at 7.5 µM; Vibrio harveyi JMH597 AI-2 luminescence/OD600 ratio, 9 h; active compounds read low; strain lacks LuxN and CqsS sensors; 0 = neutral-control median; AID 2094; in the data active = activity change below about -75%, passing the limit was not always enough; inconclusive = no clear call, values can overlap the other calls;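 note: luminescence divided by OD600 gain over 9 h not by final OD600 alone; inactives centre near 13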
# HSP90 refold inh = blocks HSP90-mediated luciferase refolding in reticulocyte lysate; AID 1789; inhibition, % at 5.6 µM; 290,000 compounds, 0.91% hits; Rabbit reticulocyte lysate, luciferase refolding luminescence, 3 h;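 active = inhibition above the screen-wide mean plus 3 SD, computed separately per campaign, cut at about 16% in these data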;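 note: 0% = DMSO wells and 100% = 60 µM geldanamycin wells; inhibitors lower the luminescence because luciferase stays unfolded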
# HSF1 inh = HSF1 inhibition | 300,000 compounds, 0.77% hits | AID 2098 | activity change, negative = inhibition, % at 7.5 µM (by protocol) | NIH3T3-HGL HSE-luciferase, MG132-induced, luminescence 8 h; active compounds read low;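 active = more than half of replicate wells show activity change below -50%, luminescence cut by over half; inconclusive = some wells, but at most half, below -50%; inactive = no replicate well below -50%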;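 note: luciferase reports HSF-1 transcriptional activity via heat shock element; 0% = median of DMSO wells and -100% = zero luminescence signal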
# HDAC3 inhib = human HDAC3 inhibition | inhibition, % at 8.3 µM | recombinant HDAC3, fluorogenic peptide/trypsin coupled, fluorescence | 320,000 compounds, 0.15% hits; in the data active = inhibition above about 26%, passing the limit was not always enough; inconclusive = no clear call, values can overlap the other calls
# Target sequence (O15379 whole entry, looked up): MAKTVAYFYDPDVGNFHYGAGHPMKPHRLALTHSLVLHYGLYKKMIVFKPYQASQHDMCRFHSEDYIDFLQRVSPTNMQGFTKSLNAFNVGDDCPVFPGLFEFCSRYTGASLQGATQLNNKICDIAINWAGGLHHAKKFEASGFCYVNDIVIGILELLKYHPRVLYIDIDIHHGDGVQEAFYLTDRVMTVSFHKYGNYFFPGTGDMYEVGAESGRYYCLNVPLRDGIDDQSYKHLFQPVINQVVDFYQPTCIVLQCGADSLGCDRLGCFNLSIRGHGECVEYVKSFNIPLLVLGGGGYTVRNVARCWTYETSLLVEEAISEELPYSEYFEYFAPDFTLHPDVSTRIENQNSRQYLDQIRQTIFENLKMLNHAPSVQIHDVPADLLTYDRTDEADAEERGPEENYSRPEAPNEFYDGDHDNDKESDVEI
# IEC-6 tox = counter-screen for KLF5 inhibitors: cytotoxicity in IEC-6 cells. IEC-6 cytotoxicity, luminescence viability. inhibition, % at 5 µM. 290,000 compounds, 0.78% hits. AID 1825; in the data active = inhibition above about 22%;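 note: 0% = plate median of test compound wells and 100% = cytotoxic reference compound wells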
# KLF5 inh = inhibitors of KLF5 expression. DLD-1 KLF5 promoter-luciferase reporter, luminescence. inhibition, % at 5 µM. 290,000 compounds, 0.23% hits. AID 1700;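 active = inhibition above a per-plate limit of that plate's mean compound inhibition plus 3 SD, cut at about 60% in these data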;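 note: 0% = DMSO wells and 100% = LY294002 at 200 µM; higher means less KLF5 promoter-driven luciferase light; inactives centre near -14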
# An asterisk follows results filed as active; ? = inconclusive; nt = not tested or not shown.
Molecule	HIF activator	aSyn UTR inh	Platelet DG rel	HSF-1 act	AI-2 QS modul	HSP90 refold inh	HSF1 inh	HDAC3 inhib	IEC-6 tox	KLF5 inh
O=C(Nc1nncs1)c1cccc(S(=O)(=O)N2CCCCC2)c1	-0.1	9.4	3.6	-20.8	30.9	3.0	-1.9	-0.8	3.2	-5.0
CC1(C)CC(=O)C2=C(C1)N(CC1CCCO1)C(=O)NC2(C(F)(F)F)C(F)(F)F (stereo not drawn)	0.2	9.9	-3.7	2.0	15.0	6.0	-1.2	0.5	-2.3	-13.9
O=C(O)c1cccc(CSc2nnc(-c3cccnc3)o2)c1	-1.3	14.8	1.0	-0.9	19.4	5.8	-1.7	nt	0.3	-45.0
C/C(=N\NC(=O)c1cc(C(C)C)[nH]n1)c1ccncc1	-16.0	-51.2	-2.0	3.7	51.2	-2.3	-0.7	6.3	2.2	-25.0
CCOC(=O)C1CCN(C(=O)CSCCSCC(=O)N2CCC(C(=O)OCC)CC2)CC1	-1.0	8.3	2.8	3.9	12.5	0.7	2.4	-0.4	-4.4	-16.1
O=C(NCCc1nc2ccccc2[nH]1)/C(=C/c1ccco1)NC(=O)c1ccccc1Br	0.5	-9.2	1.4	-4.0	5.9	-3.5	-6.8	2.7	1.5	-12.8
C=CCNC(=S)Nc1ccccc1-c1nnc2n1CCCCC2	-0.1	0.6	-5.1	-2.7	19.1	-3.9	-5.9	0.5	-6.9	-14.8
O=C(C1Cc2ccccc2CN1S(=O)(=O)c1ccc(F)cc1)N1CCOCC1 (stereo not drawn)	-0.1	4.6	2.6	3.2	3.3	5.4	3.1	1.7	-2.6	-13.4
O=C(Cc1cccs1)NCc1cccc(F)c1	0.4	-52.0	7.1	14.6	19.1	-0.7	-4.6	0.8	-5.0	-24.6
CC1(C)CC(NC(=O)c2ccc(Cl)cc2)CC(C)(C)N1	0.3	-18.5	-5.4	2.1	11.9	-0.4	-3.1	-2.3	-4.5	-30.5
COc1ccccc1CNC(=O)c1ccc(NS(=O)(=O)c2c(C)noc2C)cc1	1.8	4.2	-0.4	8.2	28.8	-2.9	-1.2	-0.3	-4.4	-2.5
Cc1cc(Cl)ccc1NC(=S)NCCCO	0.4	14.3	-8.2	0.0	12.8	6.3	-4.3	-7.3	5.8	-9.4
CCCOc1ccc(/C=C/C(=O)N2CCOCC2)cc1	0.2	-68.2	-2.0	23.8	11.6	4.1	19.1	7.1	3.2	-89.1
CCOC(=O)C1CCN(C(=O)C(C)Sc2ccc(Cl)cc2)CC1 (stereo not drawn)	-23.0	-10.6	0.7	3.5	24.0	2.5	7.4	3.7	-2.4	-5.4
CN(C)S(=O)(=O)N1CCN(C(=O)c2cccs2)CC1	-0.1	18.7	0.1	-4.7	12.6	-0.9	-3.0	0.1	1.9	-8.6

# Other results
Molecule	HIF activator	aSyn UTR inh	Platelet DG rel	HSF-1 act	AI-2 QS modul	HSP90 refold inh	HSF1 inh	HDAC3 inhib	IEC-6 tox	KLF5 inh
O=C(CCC(=O)N1CCOc2ccccc21)NCCCN1CCOCC1	1.0	-17.4	-7.4	-6.3	26.6	-2.1	1.4	-5.1	-7.9	-21.1
O=C(Nc1nnc(S(=O)(=O)N2CCCCCC2)s1)c1ccccc1F	0.5	-57.1	-22.6	1.8	7.4	-5.0	19.2	3.3	2.7	-68.4
Cc1cc2c(cc(C(=O)OCC(=O)NCc3cccs3)n2C(C)C)o1	1.0	38.6	-0.9	-23.5	4.6	-0.6	-17.7	3.2	77.2*	57.6
CCN(CC)c1ccc(CN(C(=O)c2cccs2)C2CCS(=O)(=O)C2)cc1 (stereo not drawn)	-0.3	-5.5	-15.5	-7.8	28.2	2.0	6.2	2.3	-1.3	-14.2
CN(c1ccccc1C(=O)Nc1cccc(Br)c1)S(=O)(=O)c1ccccc1	-1.0	10.9	6.4	16.8	17.3	-1.6	4.8	3.1	-13.1	-14.5
CN(CC(=O)N1CCC(C(N)=O)CC1)S(=O)(=O)c1ccc2ccccc2c1	0.3	22.3	-1.1	0.6	3.7	-1.1	-4.8	-6.3	2.0	-22.2
O=C(NCCO)C(F)(F)C(F)(F)C(F)(F)OC(F)(C(=O)NCCO)C(F)(F)F (stereo not drawn)	nt	-24.3	-4.6	-5.4	11.2	5.9	-5.6	2.0	0.5	-16.3
O=c1[nH]c2ccccc2c(O)c1O	-0.1	-26.0	-1.8	12.5	99.8	-0.8	7.8	3.2	-6.4	-8.2
COc1ccc(OC)c(S(=O)(=O)Nc2cc(OC)c(Cl)cc2OC)c1	0.1	-6.2	-2.4	-4.4	15.6	1.2	-7.8	0.9	-8.8	-18.3
CCC(=O)N(CC(=O)Nc1sc(C)c(C)c1C(N)=O)Cc1ccc(F)cc1	0.3	-15.3	-7.1	-0.1	13.6	10.3	-0.5	-5.2	4.4	-0.8
C/C=C/c1ccc(OCC(O)CNCCc2ccc(OC)cc2)c(OC)c1 (stereo not drawn)	-0.8	32.8	6.3	-4.0	13.4	-3.5	-4.8	-0.8	2.2	-4.5
CC(=O)c1cc2c(cc1N(C(=O)c1ccco1)C(C(=O)NC1CCCC1)c1ccccc1F)OCO2 (stereo not drawn)	-0.1	19.5	1.7	3.3	7.7	-3.8	8.8	1.7	-1.4	-8.7
C=CCn1c(SCC(=O)c2ccc(F)cc2)nnc1-c1ccc2c(c1)OCO2	0.1	11.5	-0.5	4.5	-9.6	1.9	6.2	1.3	0.7	-13.8
Cc1c(NC(N)=O)c(=O)n(-c2ccccc2)n1C	-0.3	-8.7	-1.3	1.4	-0.7	-2.0	3.2	-7.6	3.6	5.4
COc1ccc(C(=O)Cn2c(C(=O)/C=C/c3ccccc3)nc3ccccc32)cc1	0.3	-55.2	6.3	340.8*	22.9	3.4	224.9	12.1	2.1	-21.4

# Other structures.
Molecule	HIF activator	aSyn UTR inh	Platelet DG rel	HSF-1 act	AI-2 QS modul	HSP90 refold inh	HSF1 inh	HDAC3 inhib	IEC-6 tox	KLF5 inh
C=CC(COCc1ccccc1)N(Cc1ccc(OC)cc1)S(=O)(=O)c1ccccc1Br (stereo not drawn)	-0.4	11.0	0.2	21.1	-5.0	nt	6.0	-6.7	nt	nt
CC(=O)c1ccccc1OCCOc1ccccc1C(C)=O	-1.3	-2.2	-2.5	0.7	-0.4	-1.6	-2.8	-1.6	2.0	-25.6
Clc1ccccc1/C=N/c1cc(-c2ccccc2)nn1-c1ccccc1	3.5	-45.1	2.1	11.8	18.2	-2.1	8.9	-2.6	-1.8	-142.3
Cc1ccccc1C(=O)Nc1cc(NC(=O)c2ccccc2C)cc(C(=O)O)c1	-1.7	-10.7	3.1	1.7	19.5	-3.5	-5.0	-2.5	-1.6	-9.1
CCc1ccc(C2c3[nH]c4ccccc4c3CCN2C(=O)c2ccc(=O)n(C)n2)cc1 (stereo not drawn)	0.2	-48.5	5.9	nt	-1.4	-0.8	nt	0.3	13.3	10.0
CCCCN(CC)Cc1ccc(CNC(=O)Nc2ccc(OCC)cc2)o1	0.0	17.5	-0.4	11.3	13.7	7.1	-8.0	-8.9	2.5	-2.5
Cc1cc(C)nc(NS(=O)(=O)c2ccc(NS(=O)(=O)c3ccsc3)cc2)n1	-0.2	-20.3	-6.9	-6.5	19.2	-5.0	-9.0	1.8	-8.1	-19.4
O=C(CNc1ccccc1)N/N=C/c1ccc([N+](=O)[O-])cc1	-0.5	-14.5	2.9	3.9	6.4	-3.9	-10.7	3.1	0.0	18.5
CCCCCCCCCCCCC(=O)CCCCC(=O)O	0.0	-31.4	2.5	7.8	-26.2	-2.9	-2.1	-0.2	-2.8	-8.8
Cc1ccc(CNC(=O)CNS(=O)(=O)c2ccc3c(c2)C(C)(C)C(=O)N3C)cc1	-0.3	11.3	-0.9	9.4	10.4	-3.7	0.2	4.9	-4.8	-30.7
C/C(N)=C(/C#N)C(=O)CSc1nc2ccccc2c(=O)n1-c1ccccc1C	-0.2	18.5	18.2	-8.6	7.8	-0.1	6.4	1.6	2.6	-6.9
CCCC(=O)NCC(c1cccs1)S(=O)(=O)c1ccc(C)cc1 (stereo not drawn)	0.0	16.4	2.1	0.5	14.7	-7.2	-0.6	?	0.4	-1.6
CN(C)c1ccc(C(=O)c2ccc(N(C)C)c3ccccc23)cc1	2.7	89.0*	7.5	-0.8	6.2	0.7	-14.1	-6.0	96.9*	80.2*
CC(=O)Nc1ccc(S(=O)(=O)NC(C(=O)O)C(C)C)cc1 (stereo not drawn)	0.2	0.7	-3.6	5.6	28.9	2.9	-7.8	11.4	-2.5	-3.5
Cn1c(CCc2ccccc2)nnc1SCC(N)=O	0.0	13.9	3.0	17.9	22.9	-2.4	2.4	-2.5	0.3	-5.6

# (cont.)
Molecule	HIF activator	aSyn UTR inh	Platelet DG rel	HSF-1 act	AI-2 QS modul	HSP90 refold inh	HSF1 inh	HDAC3 inhib	IEC-6 tox	KLF5 inh
O=C(NC1CCCC1)c1ccc2nc[nH]c2c1	0.1	-5.1	13.9	9.6	4.7	-2.4	-5.8	-0.8	2.2	7.1
NNC(=O)CNC(=O)C12CC3CC(CC(C3)C1)C2	-0.7	-15.5	-2.3	-7.7	18.3	-5.3	-2.2	0.1	3.6	-2.5
Cc1nc(C(=O)O)nn1-c1cc(Cl)ccc1Cl	0.0	14.8	2.7	3.1	29.5	0.6	-0.2	-8.9	3.0	-27.3
CCOC(=O)N1CCN(C(=O)C2CC(=O)N(c3ccc(OC)cc3)C2c2ccc(OC)cc2)CC1 (stereo not drawn)	0.9	9.8	1.6	7.0	-4.5	3.0	0.3	0.4	6.0	-15.1
O=S(=O)(NC1CCCCC1)c1ccc(F)c2ccccc12	-0.4	1.4	-1.8	-2.9	-4.2	8.6	2.7	-1.8	4.8	2.2
COc1ccc(C)cc1-n1c(N)c(C#N)c(C#N)c1-c1ccc(OC)c(OC)c1OC	-0.2	16.0	3.1	18.5	18.8	2.5	12.3	?	2.7	-24.4
Cc1ccc(F)c(NC(=O)c2cncn2-c2ccccc2)c1	-0.9	-4.3	4.1	-10.1	23.6	-4.8	-5.9	3.2	-5.3	-3.8
CCCc1[nH]nc2c1C(c1cn[nH]c1-c1ccc(F)cc1)C(C#N)=C(N)O2 (stereo not drawn)	0.3	-7.9	7.7	40.7	20.4	-1.4	16.2	9.6	3.6	6.0
CCOc1ncccc1C(=O)NCCN1C(=O)S/C(=C/c2cccs2)C1=O	0.1	6.0	8.0	-26.4	23.6	0.3	5.3	-1.9	3.5	-15.1
COC(=O)C(Cc1cnc(Cl)s1)(C(=O)OC)c1ccc(C(F)(F)F)cc1[N+](=O)[O-]	-0.4	-0.8	-0.9	1.2	-0.7	5.4	-4.3	0.3	11.8	1.3
Cc1ccc(CNC(=O)CNC(=O)c2ccc(Br)o2)cc1	-0.3	3.4	10.6	1.7	-9.2	2.2	-3.2	2.5	-1.7	4.7
CC1(C)CC(=O)C(C=NCC(N)=O)=C(O)C1	0.0	-31.6	-1.5	0.9	37.9	2.9	0.2	4.4	-0.5	-7.3
CCOC(=O)c1c(NC(=O)COC)sc(C(C)=O)c1C	-0.3	21.8	-10.2	5.7	-0.5	0.3	-9.8	-2.2	1.1	-21.8
COC(=O)C1=C(C)NC(C)=C(C(=O)OC)C1c1ccco1	-0.1	-17.2	3.7	-4.4	6.4	-1.4	-3.1	0.5	-0.3	-14.3
